NSD2 inh – inhibitors of human NSD2, primary screen, biochemical, plate reader, single point | NSD2-SET H3K36me1 DELFIA fluorescence | AID 624260, 2012 | inhibition, % at 12.5 µM | hit rate 0.07% among 44,000 | Histone-lysine N-methyltransferase NSD2 (Homo sapiens), O96028; in the data active = inhibition above about 54%, passing the limit was not always enough;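 note: inhibitors reduce the monomethyl H3K36 fluorescence signal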
Target sequence (O96028 whole entry, looked up): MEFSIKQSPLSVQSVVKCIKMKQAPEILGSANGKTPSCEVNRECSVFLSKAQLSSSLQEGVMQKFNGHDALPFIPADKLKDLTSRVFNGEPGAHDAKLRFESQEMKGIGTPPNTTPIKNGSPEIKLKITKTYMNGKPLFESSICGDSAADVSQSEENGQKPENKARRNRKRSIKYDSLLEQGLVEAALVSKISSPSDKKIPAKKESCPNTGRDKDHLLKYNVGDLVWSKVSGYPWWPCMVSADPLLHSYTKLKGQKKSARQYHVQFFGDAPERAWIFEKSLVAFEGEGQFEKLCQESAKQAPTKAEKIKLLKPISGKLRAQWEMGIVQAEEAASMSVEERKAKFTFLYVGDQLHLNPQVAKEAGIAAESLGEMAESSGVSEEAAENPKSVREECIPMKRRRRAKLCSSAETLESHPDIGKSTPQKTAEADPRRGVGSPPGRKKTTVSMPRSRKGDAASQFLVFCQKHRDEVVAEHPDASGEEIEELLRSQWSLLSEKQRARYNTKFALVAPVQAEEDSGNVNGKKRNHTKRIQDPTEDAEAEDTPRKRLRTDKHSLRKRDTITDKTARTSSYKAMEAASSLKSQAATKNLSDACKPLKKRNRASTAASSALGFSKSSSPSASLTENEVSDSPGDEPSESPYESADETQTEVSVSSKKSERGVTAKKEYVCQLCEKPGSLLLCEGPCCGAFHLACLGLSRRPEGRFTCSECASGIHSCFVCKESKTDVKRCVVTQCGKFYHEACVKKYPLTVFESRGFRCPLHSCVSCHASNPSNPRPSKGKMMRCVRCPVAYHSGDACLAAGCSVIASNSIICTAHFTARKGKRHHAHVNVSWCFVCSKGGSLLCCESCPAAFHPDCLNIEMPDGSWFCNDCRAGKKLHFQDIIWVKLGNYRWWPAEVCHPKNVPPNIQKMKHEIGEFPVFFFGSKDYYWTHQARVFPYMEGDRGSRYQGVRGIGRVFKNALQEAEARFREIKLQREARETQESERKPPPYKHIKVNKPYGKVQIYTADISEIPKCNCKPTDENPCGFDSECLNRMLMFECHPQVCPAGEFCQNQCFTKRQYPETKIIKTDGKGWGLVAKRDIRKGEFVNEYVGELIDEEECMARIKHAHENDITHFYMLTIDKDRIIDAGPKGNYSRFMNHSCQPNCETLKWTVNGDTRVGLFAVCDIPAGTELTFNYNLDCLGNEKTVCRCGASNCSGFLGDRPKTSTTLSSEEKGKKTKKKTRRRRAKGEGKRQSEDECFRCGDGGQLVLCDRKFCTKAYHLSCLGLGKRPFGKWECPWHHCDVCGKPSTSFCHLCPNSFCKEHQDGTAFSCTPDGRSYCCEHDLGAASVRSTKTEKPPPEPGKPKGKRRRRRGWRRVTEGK
Numbers without * were called inactive. These rows are one share of the data. The share of hits here may be higher or lower than overall.

1) CC1(CCO)CC(C)(CCc2ccccc2)OO1 (centres undefined)
  NSD2 inh = 0

2) CCCN1CCc2cc(O)cc3c2[C@H]1Cc1ccc(O)c(O)c1-3
  NSD2 inh = 1

3) O[C@@H]1CCCC[C@H]1N1CCC(c2ccccc2)CC1
  NSD2 inh = 4

4) O=C1CSC(c2ccccc2Cl)c2cc(Cl)ccc2N1 (centres undefined)
  NSD2 inh = -10

5) C=CC1CN2CCC1CC2C(OC(=O)c1ccco1)c1ccnc2ccccc12 (centres undefined)
  NSD2 inh = 5

6) Cc1cccc(C(C)c2cnc[nH]2)c1C (centres undefined)
  NSD2 inh = 6

7) Cc1ccc(OC(=O)N(C)C[C@H]2OCc3cnnn3CCCC(=O)N([C@@H](C)CO)C[C@H]2C)cc1
  NSD2 inh = 2

8) CC(=O)OC1CCC2(C)C(CC[C@@H]3[C@@H]2CCC2(C)C(C4=CC(=O)OC4)CCC32O)C1 (some centres undefined)
  NSD2 inh = 3

9) Oc1ccc2c3c1OC1c4[nH]c5ccccc5c4CC4(O)C(C2)N(CC2CC2)CCC314 (centres undefined)
  NSD2 inh = 2

10) CC(C)c1cc2c(cc1O)[C@@]1(C)C[C@@H](O)CC(C)(C)C1CC2 (some centres undefined)
  NSD2 inh = 0

11) Cc1ccc(OC(=O)N(C)C[C@H]2OCc3cnnn3CCCC(=O)N([C@H](C)CO)C[C@H]2C)cc1
  NSD2 inh = -3

12) CC(C)(O)CCC(=O)[C@](C)(O)[C@H]1[C@H](O)C[C@@]2(C)[C@@H]3CC=C4C(C=C(O[C@@H]5O[C@H](CO)[C@@H](O)[C@H](O)[C@H]5O)C(=O)C4(C)C)[C@]3(C)C(=O)C[C@]12C (some centres undefined)
  NSD2 inh = -6

13) N#CC(C#N)=NNc1cccc(Cl)c1
  NSD2 inh = -6

14) CCCOC(=O)c1cc2c(cn1)[nH]c1ccccc12
  NSD2 inh = 5

15) CCCN1CCO[C@@H]2c3cc(O)ccc3OC[C@H]21
  NSD2 inh = -3

16) CC(C)c1c(CN(C)C(C)Cc2ccccc2)n(C)n(-c2ccccc2)c1=O (centres undefined)
  NSD2 inh = 4

17) CCCCC1(C2CCCC2)Cc2cc(OCCCC(=O)O)c(Cl)c(Cl)c2C1=O (centres undefined)
  NSD2 inh = -8

18) COC(=O)c1c(C)n(CCCOC(C)C)c2c1cc(O)c1ccccc12
  NSD2 inh = 6

19) Brc1cccc(CN2CCN(Cc3cccc(Br)c3)CC2)c1
  NSD2 inh = -5

20) OC[C@H]1O[C@@H](Oc2ccc(/C=C/c3cc(O)cc(O)c3)cc2O)[C@H](O)[C@@H](O)[C@@H]1O
  NSD2 inh = 5

21) CCC(C)C1NC(=O)C2CCCN2C(=O)C(CC(C)C)OC(=O)CCNC(=O)C(C)N(C)C(=O)C(C(C)C)N(C)C1=O (centres undefined)
  NSD2 inh = -1

22) CN1C[C@H](CO)C=C2c3cccc4[nH]cc(c34)C[C@H]21
  NSD2 inh = -2

23) COc1ccc(OC(=O)N(C)C[C@H]2OCc3cnnn3CCCC(=O)N([C@H](C)CO)C[C@@H]2C)cc1
  NSD2 inh = 11

24) CCN(CC)C(=O)N[C@@H]1C=C2c3cccc4[nH]cc(c34)C[C@H]2N(C)C1
  NSD2 inh = -6

25) CC(C)(C)NCC(O)c1ccccc1Cl (centres undefined)
  NSD2 inh = 4

26) C/C=C1/C[N+]2([O-])C3CC1C(CO)C2Cc1c3[nH]c2ccc(OC)cc12 (centres undefined)
  NSD2 inh = -8

27) CCCN1CCC[C@@H]2Cc3[nH]ncc3C[C@H]21
  NSD2 inh = -1

28) COc1ccc2c(c1O)-c1cc(O)cc3c1[C@@H](C2)N(C)CC3
  NSD2 inh = -11

29) CC(C(=O)OC1CC2CCC(C1)N2C)c1ccc(Br)cc1 (centres undefined)
  NSD2 inh = 5

30) COc1ccc(CN2CCNCC2)c(OC)c1OC
  NSD2 inh = 1

31) COC(C/C=C/C=C/CC/C=C\CC(C)/C=C\C(=C/C(=O)O)CC(=O)O)/C(C)=C\C=C(/C)C(=O)O (centres undefined)
  NSD2 inh = -2

32) COC1=CC23CCN(C)[C@H](Cc4cc(OC)c(OC)cc42)C3=CC1=O
  NSD2 inh = 10

33) O=C(/C=C/c1ccccc1)OCC1OC(OC2OC=CC3C(O)C4OC4(CO)C23)C(O)C(O)C1O (centres undefined)
  NSD2 inh = -7

34) C[C@@H]1O[C@@H](O[C@H]2C[C@@H](O)[C@]3(CO)[C@H]4[C@H](O)C[C@]5(C)[C@@H](C6=CC(=O)OC6)CC[C@]5(O)[C@@H]4CC[C@]3(O)C2)[C@H](O)[C@H](O)[C@H]1O
  NSD2 inh = 4

35) c1ccc2nc(N3CCNCC3)ccc2c1
  NSD2 inh = 5

36) CC[C@H]1CN2CC[C@H]1C[C@@H]2[C@@H](O)c1ccnc2ccc(OC)cc12
  NSD2 inh = 2

37) CN1CCN(C(=O)OC2c3nccnc3C(=O)N2c2ccc(Cl)cn2)CC1 (centres undefined)
  NSD2 inh = 1

38) CC(=O)O[C@@H](c1nc2ccccc2c(=O)n1[C@@H]1C[C@@]2(OC1=O)c1ccccc1N1C(=O)[C@H](C)N(O)[C@@H]12)C(C)C
  NSD2 inh = -12

39) CN1C(=O)c2ccccc2NC(=O)[C@]12O[C@@H]2c1ccccc1
  NSD2 inh = -3

40) C[C@@H]1O[C@@H](O[C@@H]2C=C3CC[C@@H]4C(C[C@@H](O)[C@]5(C)[C@@H](c6ccc(=O)oc6)CC[C@]45O)[C@@]3(C)CC2)[C@H](O)[C@H](O)[C@H]1O[C@@H]1O[C@H](CO)[C@@H](O)[C@H](O)[C@H]1O (some centres undefined)
  NSD2 inh = 6

41) CCN1C[C@]2(COC)CCC(OC)[C@@]34C5C[C@]6(O)[C@H](OC(=O)c7ccc(OC)cc7)C5[C@@](OC(C)=O)(C[C@H]6OC)[C@@H]([C@H](OC)C23)[C@@H]14 (some centres undefined)
  NSD2 inh = -2

42) C[C@H]1O[C@@H](O[C@H]2CC[C@]3(CO)C4CC[C@]5(C)[C@@H](C6=CC(=O)OC6)CC[C@]5(O)C4CC[C@H]3C2)[C@H](O)[C@H](O)[C@@H]1O (some centres undefined)
  NSD2 inh = -3

43) COC(=O)[C@@]12C(=O)C(C)C(=O)[C@]1(C)C(C)=C[C@H]1[C@]3(C=O)CC[C@H](OC(C)=O)C(C)(C)[C@H]3CC[C@@]12C (some centres undefined)
  NSD2 inh = -2

44) CSc1nc(NC(C)C)nc(NC(C)C)n1
  NSD2 inh = -1

45) COc1cc2c(cc1OC)-c1c(oc3c4c(ccc3c1=O)OC(C(C)C)C4)CO2 (centres undefined)
  NSD2 inh = -6

46) O=[N+]([O-])c1ccc(O)c([N+](=O)[O-])c1
  NSD2 inh = -2

47) CC(C)C[C@H]1C(=O)N2CCC[C@H]2[C@]2(O)O[C@](NC(=O)[C@@H]3C=C4c5cccc6[nH]cc(c56)C[C@H]4N(C)C3)(C(C)C)C(=O)N12
  NSD2 inh = -2

48) CC(C)=CCc1c(O)cc2c(c1O)C(=O)CC(c1ccc(O)cc1)O2 (centres undefined)
  NSD2 inh = -11

49) CS(=O)(=O)Nc1ccc(Cc2noc(-c3ccc4[nH]cc(CCN)c4c3)n2)cc1
  NSD2 inh = 8

50) COc1cc2c(cc1OC)-c1c(OC)c(OC)c(N)c3c1[C@H](C2)N(C)CC3
  NSD2 inh = 5

17 compounds out of the list, arranged by SMILES length, lowest first:
35) c1ccc2nc(N3CCNCC3)ccc2c1
  NSD2 inh = 5

44) CSc1nc(NC(C)C)nc(NC(C)C)n1
  NSD2 inh = -1

46) O=[N+]([O-])c1ccc(O)c([N+](=O)[O-])c1
  NSD2 inh = -2

39) CN1C(=O)c2ccccc2NC(=O)[C@]12O[C@@H]2c1ccccc1
  NSD2 inh = -3

48) CC(C)=CCc1c(O)cc2c(c1O)C(=O)CC(c1ccc(O)cc1)O2 (centres undefined)
  NSD2 inh = -11

37) CN1CCN(C(=O)OC2c3nccnc3C(=O)N2c2ccc(Cl)cn2)CC1 (centres undefined)
  NSD2 inh = 1

32) COC1=CC23CCN(C)[C@H](Cc4cc(OC)c(OC)cc42)C3=CC1=O
  NSD2 inh = 10

45) COc1cc2c(cc1OC)-c1c(oc3c4c(ccc3c1=O)OC(C(C)C)C4)CO2 (centres undefined)
  NSD2 inh = -6

50) COc1cc2c(cc1OC)-c1c(OC)c(OC)c(N)c3c1[C@H](C2)N(C)CC3
  NSD2 inh = 5

49) CS(=O)(=O)Nc1ccc(Cc2noc(-c3ccc4[nH]cc(CCN)c4c3)n2)cc1
  NSD2 inh = 8

36) CC[C@H]1CN2CC[C@H]1C[C@@H]2[C@@H](O)c1ccnc2ccc(OC)cc12
  NSD2 inh = 2

33) O=C(/C=C/c1ccccc1)OCC1OC(OC2OC=CC3C(O)C4OC4(CO)C23)C(O)C(O)C1O (centres undefined)
  NSD2 inh = -7

31) COC(C/C=C/C=C/CC/C=C\CC(C)/C=C\C(=C/C(=O)O)CC(=O)O)/C(C)=C\C=C(/C)C(=O)O (centres undefined)
  NSD2 inh = -2

38) CC(=O)O[C@@H](c1nc2ccccc2c(=O)n1[C@@H]1C[C@@]2(OC1=O)c1ccccc1N1C(=O)[C@H](C)N(O)[C@@H]12)C(C)C
  NSD2 inh = -12

43) COC(=O)[C@@]12C(=O)C(C)C(=O)[C@]1(C)C(C)=C[C@H]1[C@]3(C=O)CC[C@H](OC(C)=O)C(C)(C)[C@H]3CC[C@@]12C (some centres undefined)
  NSD2 inh = -2

47) CC(C)C[C@H]1C(=O)N2CCC[C@H]2[C@]2(O)O[C@](NC(=O)[C@@H]3C=C4c5cccc6[nH]cc(c56)C[C@H]4N(C)C3)(C(C)C)C(=O)N12
  NSD2 inh = -2

34) C[C@@H]1O[C@@H](O[C@H]2C[C@@H](O)[C@]3(CO)[C@H]4[C@H](O)C[C@]5(C)[C@@H](C6=CC(=O)OC6)CC[C@]5(O)[C@@H]4CC[C@]3(O)C2)[C@H](O)[C@H](O)[C@H]1O
  NSD2 inh = 4

Remaining list, next part.
51) C#CCN1C(C)=C(C(=O)CCO)C(c2cccc(-n3oo3)c2)C(C(=O)OC)=C1C (centres undefined)
  NSD2 inh = 5

52) CC(C)(C)ONC(=O)CN=[N+]=[N-]
  NSD2 inh = 0

53) C=CCN1C[C@H](C)N([C@H](c2ccc(C(=O)N(CC)CC)cc2)c2cccc(O)c2)C[C@H]1C
  NSD2 inh = 11

54) CC1=NCCc2c1[nH]c1cc(O)ccc21
  NSD2 inh = 2

55) C[C@@H]1CN([C@H](C)CO)C(=O)CCCn2nncc2CO[C@@H]1CN(C)C(=O)Oc1cccc2ccccc12
  NSD2 inh = -1

56) Cc1ccc(OC(=O)N(C)C[C@@H]2OCc3cnnn3CCCC(=O)N([C@@H](C)CO)C[C@H]2C)cc1
  NSD2 inh = 3

57) C[C@H]1O[C@@H](O[C@H]2C[C@@H](O)[C@]3(CO)C4C(CC[C@]3(O)C2)[C@@]2(O)CC[C@H](C3=CC(=O)OC3)[C@@]2(C)C[C@H]4O)[C@@H](O)[C@@H](O)[C@H]1O (some centres undefined)
  NSD2 inh = 3

58) C=C[C@@]12CN(C)[C@H]3[C@H]1[C@@]1(C(=O)Nc4ccccc41)C1CC2[C@@H]3CO1
  NSD2 inh = 1

59) C[C@H](CO)N1C[C@H](C)[C@@H](CN(C)C(=O)Oc2ccccc2)OCc2cnnn2CCCC1=O
  NSD2 inh = 4

60) COC(/C=C/CC/C=C/C(=O)O)C(O)C(C)C(O)/C(C)=C/C(C)C(=O)CCCC1CC(=O)NC(=O)C1 (centres undefined)
  NSD2 inh = 3

61) COCc1cc(OC(=O)N(C)C)nc(COc2ccc(Cl)cc2)n1
  NSD2 inh = 7

62) O=[N+]([O-])c1ccc2nc(N3CCNCC3)ccc2c1
  NSD2 inh = 1

63) CCc1cccc(CC)c1N(COC)C(=O)CCl
  NSD2 inh = 3

64) COc1ccc(/C=C/c2cc(O)cc(O)c2)cc1
  NSD2 inh = 1

65) C=CCN1C[C@H](C)N([C@@H](c2ccccc2)c2ccc(C(=O)N(CC)CC)cc2)C[C@H]1C
  NSD2 inh = 7

66) C[C@H]1C(=O)O[C@@H]2CCN3CC=C(COC(=O)[C@](C)(O)[C@]1(C)O)[C@H]23
  NSD2 inh = -4

67) CC(C)c1ccc2c(c1O)CC[C@H]1C3=C(CC[C@]21C)C(=O)OC3
  NSD2 inh = -1

68) CN1C2CCCC1CC(=O)C2
  NSD2 inh = -2

69) COC1=CC(=O)OC(/C=C/c2ccccc2)C1 (centres undefined)
  NSD2 inh = 1

70) C=CCN1C(=S)N[C@@H]2c3ccccc3O[C@@]1(C)[C@@H]2C(=O)OCC
  NSD2 inh = 4

71) Cc1ccccc1OCCCn1cc(C(=O)C(C)(C)C)c2ccccc21
  NSD2 inh = -2

72) C[C@@H]1CN([C@H](C)CO)C(=O)CCCn2nncc2CO[C@H]1CN(C)C(=O)Oc1cccc2ccccc12
  NSD2 inh = 1

73) CC(=O)[C@H]1CC[C@H]2[C@@H]3CC[C@H]4C[C@H](O)CC[C@]4(C)[C@H]3CC[C@]12C
  NSD2 inh = 2

74) CNC(=O)O/N=C(/C)SC
  NSD2 inh = 1

75) C[N+]1([O-])[C@@H]2CC(OC(=O)[C@H](CO)c3ccccc3)C[C@H]1[C@@H]1O[C@@H]12 (some centres undefined)
  NSD2 inh = -1

76) C#C[C@]1(O)CC[C@H]2[C@@H]3CCC4=CC(=O)CC[C@]4(C)[C@H]3CC[C@@]21C
  NSD2 inh = -1

77) COc1ccn(C)c(=O)c1C#N
  NSD2 inh = -5

78) C[C@]12CC[C@H]3[C@@H](CCC4=CC(=O)CC[C@@]43C)[C@@H]1CC[C@H]2O
  NSD2 inh = -3
